Screens (PubChem BioAssay)
Fluorescein fluor = qHTS Assay for Spectroscopic Profiling in Fluorescein Spectral Region; max fluorescein-equivalent concentration, M; Compound autofluorescence, 480/540 nm, fluorescein-equivalent; active compounds read high; 59,000 tested, 0.91% active; in the data active = max fluorescein-equivalent concentration above about 10 nM; inconclusive = between about 1.1 nM and that limit
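Normalized response (dye-equivalent concentration) derives from comparing each well's 540 nm emission, under 480 nm excitation, with plate-resident fluorescein standards. Compounds were held in 100 mM Tris, pH 8.0, for 15 min at room temperature.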
BRCT inh green = qHTS Assay for Inhibitors of BRCT-Phosphoprotein Interaction (Green Fluorophore); BRCA1 BRCT-phosphopeptide binding, green fluorescence polarization; Potency, µM (series often up to 76.9 µM), without a hit: at the highest dose activity change, negative = inhibition, most hits filed as inhibitors; 75,000 tested, 0.05% active;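 also: potency is read from the fitted curve at half-maximal effect; plate controls were peptide without protein for full effect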
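Fluorescence polarization: His-tagged BRCT (~35 kDa BRCA1 C-terminus, 250 nM) bound to 100 nM fluorescein-labeled phosphorylated 10-aa BACH1 peptide, pH 7.3 phosphate buffer with DTT and Tween 20. Compounds incubated 12 min at room temperature; inhibition read as lowered polarization.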
Casp1 inh = qHTS Assay for Allosteric/Competitive Inhibitors of Caspase-1; P29466; Caspase-1 enzyme, Ac-WEHD-AFC fluorogenic rate; Potency, µM (doses to about 57.5 µM), for inactives: at the highest dose activity change, negative = inhibition, usual class: inhibitors; 75,000 tested, 0.03% active; AID 900, 2007;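 also: potency is read from the fitted curve at half-maximal effect; plate controls were vehicle for no effect and no substrate for full effect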
4MU fluor = qHTS Assay for Spectroscopic Profiling in 4-MU Spectral Region; compound autofluorescence, 340/450 nm, 4-MU equivalents; active compounds read high; max dye-equivalent concentration, M; 59,000 tested, 11% active; in the data active = max dye-equivalent concentration above about 10 nM; inconclusive = mostly about 1.1 nM to 9.6 nM
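Intrinsic fluorescence at 340/450 nm (ex/em) was read after 15 min at room temperature in pH 8.0, 100 mM Tris. Each compound concentration expressed as 4-MU-equivalent concentration from a six-point 4-MU standard series on each plate.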
Rhodamine autofl = qHTS Assay for Spectroscopic Profiling in Rhodamine Spectral Region; Rhodamine-region fluorescence, 547/598 nm, Tris buffer; active compounds read high; max dye-equivalent concentration, M; 59,000 tested, 0.05% active; AID 594, 2007; in the data active = max dye-equivalent concentration above about 11 nM; inconclusive = between about 1.1 nM and that limit
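Intrinsic compound fluorescence, ex 547 / em 598 nm, CCD imager. Tris 100 mM pH 8.0; 15 min RT. Output = rhodamine dye-equivalent concentration at each compound concentration.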
USP2a inh = qHTS Assay for Inhibitors of Ubiquitin-specific Protease USP2a. USP2a enzymatic assay, qHTS inhibition. Potency, µM (titrated, usually from 38.3 µM), without a hit: at the top dose activity change, negative = inhibition, usual class: inhibitors. 60,000 tested, 0.1% active. AID 927, 2007;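 also: potency is read from the fitted curve at half-maximal effect; nearly all actives have a fitted effect of over 60% in size; plate controls were DMSO for no effect and NEM full inhibition control for full effect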
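20 nM USP2 core + cpd, 30 min RT; add 20 nM Ub-PLA2/20 uM NBD C6-HPC; read Ex460/Em535 at 0 h and 2.5 h. Normalized to NEM; qHTS curve fit/classification.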
Casp7 inh = qHTS Assay for Allosteric/Competitive Inhibitors of Caspase-7. P55210. recombinant caspase-7, Ac-DEVD-AFC fluorescence rate. Potency, µM (doses to about 57.5 µM), for inactives: top-dose activity change, negative = inhibition, hits mostly inhibitors. 75,000 tested, 0.02% active; active = well fitted inhibition curve with a large enough effect in the main read-out, with a control signal flat, not every such curve was filed as active; inconclusive = small, poorly fitted or top-dose-only effect, or a change in a side signal; also: potency is read from the fitted curve at half-maximal effect; % of control where 0% means no effect
Texas Red fluor = qHTS Assay for Spectroscopic Profiling in Texas Red Spectral Region; Compound fluorescence, Texas Red channel, 547/618 nm; active compounds read high; max dye-equivalent concentration, M; 59,000 tested, 0.06% active; in the data active = max dye-equivalent concentration above about 10 nM; inconclusive = between about 1.1 nM and that limit
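Spectral interference profiling: each compound concentration's relative fluorescence, read with a 547 nm excitation and 618 nm emission filter pair, was normalized to a per-plate Texas Red standard curve.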
A350 fluor = qHTS Assay for Spectroscopic Profiling in A350 Spectral Region; 59,000 tested, 11% active; max dye-equivalent concentration, M; Compound autofluorescence, 340/450 nm, Alexa 350 dye-equivalents; active compounds read high; AID 590, 2007; in the data active = max dye-equivalent concentration above about 10 nM; inconclusive = mostly about 1.1 nM to 9.6 nM
BRCT PPI red = qHTS Assay for Inhibitors of BRCT-Phosphoprotein Interaction (Red Fluorophore) | BRCT-phosphopeptide binding, red fluorescence polarization | Potency, µM (highest dose often 76.9 µM), without a hit: at the highest dose activity change, negative = inhibition, actives largely listed as inhibitors | 75,000 tested, 0.03% active | AID 892, 2007; also: % is scaled to controls: 0 for no effect and ±100 for the full control effect
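Fluorescence polarization: 100 nM His-tagged BRCA1 BRCT with 100 nM TAMRA-labelled phospho-BACH1 decapeptide, phosphate buffer pH 7.3 with 150 mM NaCl, DTT, 0.01% Tween 20; 12 min RT. Binding inhibition seen as FP decrease.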
HEK293 cAMP ctrl = qHTS Assay for Agonists of the Thyroid Stimulating Hormone Receptor: Activators of Intracellular cAMP Concentrations in Parental HEK 293; parental HEK293 CNG cAMP sensor, membrane potential fluorescence; Potency, µM (doses to about 57.1 µM), for the others: at the highest dose activation, usual class: activators; 73,000 tested, 2.5% active; AID 938, 2007; also: potency is read from the fitted curve at half-maximal effect; % of control where 0% means no effect; nearly all actives have a fitted effect of over 55% in size
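Counterscreen for endogenous-receptor signalling: CNG-channel HEK 293 cells report cAMP rise by membrane depolarization. After 60 min dye equilibration with 100 uM RO 20-1724, compounds incubated 30 min before bottom-read fluorescence at 590 nm.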
* hit, by the source's call; i = inactive; ? = inconclusive; / = not tested or not shown; [ ] = remark or other dose. Unless noted, calls follow the shape of the dose curve; as a rule, active = well fitted curve in the direction sought with a large enough effect; inconclusive = small, poorly fitted or top-dose-only effect, or another doubt; inactive = no such curve, though single readings can be large; an effect the other way counts as inactive or inconclusive.

Compound | Fluorescein fluor | BRCT inh green | Casp1 inh | 4MU fluor | Rhodamine autofl | USP2a inh | Casp7 inh | Texas Red fluor | A350 fluor | BRCT PPI red | HEK293 cAMP ctrl
O=C(COC(=O)C1(c2ccccc2F)CCCC1)N1CCN(C(=O)c2ccco2)CC1 | i | -0.6% | 0% | i | i | 9% | 1% | i | i | 0.9% | ?
CCN(CC)CCCNC(=O)c1cc(-c2ccc(O)cc2)on1 | / | 0.3% | -4% | / | / | / | 0% | / | / | 0.1% | -4%
O=C(CSc1nnc(-c2c[nH]c3ccccc23)o1)N1c2ccccc2CCc2ccccc21 | ? | 0.8% | -2% | i | i | 29% | -10% | i | i | 1.3% | 0%
O=C(COC(=O)CNS(=O)(=O)/C=C/c1ccccc1)NC1CCS(=O)(=O)C1 (stereo unspecified) | ? | 1.0% | 2% | i | i | 4% | -2% | ? | i | 1.4% | -5%
CCOC(=O)N1CCC(NC(=O)c2cc(C(=O)NCc3ccc(F)cc3)ccc2CO)CC1 | i | -0.8% | 3% | ? | i | 7% | 0% | i | ? | 1.1% | 23%
Cc1ccc(Cl)cc1N1CCN(C(=O)CCC(=O)O)CC1 | ? | -1.0% | -1% | i | i | -5% | 0% | i | i | 1.1% | 7%
c1nc2sc3c(c2c2nnnn12)CCC3 | / | 2.7% | 2% | / | / | 3% | 0% | / | / | -0.3% | ?
COc1ccc(OC)c(NC(=O)C2CCN(S(=O)(=O)c3cccs3)CC2)c1 | i | -0.1% | -1% | i | i | -5% | -4% | i | i | 1.2% | -3%
CCOC(=O)c1cnc(SC2CC(=O)N(c3cccc(OC)c3)C2=O)nc1N (stereo unspecified) | ? | / | / | i | i | / | / | i | i | / | /
O/N=C/CCn1c(=S)sc2ccccc21 | / | -2.1% | -1% | / | / | -6% | 0% | / | / | -1.6% | -1%
Cc1noc(C)c1CSc1nnc(-c2cc(Cl)ccc2Cl)n1N | i | 0.6% | 0% | i | i | 14% | -3% | ? | i | -0.4% | 19%
CCC(C)NS(=O)(=O)c1cccs1 (stereo unspecified) | ? | -1.3% | -14% | i | i | 6% | 1% | i | i | -0.3% | -1%
COc1ccc(S(=O)(=O)Nc2cc(C)on2)cc1OC | i | -0.7% | 0% | i | i | -1% | 0% | i | i | 0.3% | 5%
Cc1csc(SCC(=O)Nc2c(C)n(C)n(-c3ccccc3)c2=O)n1 | ? | -1.6% | 1% | i | i | 3% | 0% | i | i | 1.9% | 10%
OCC1(c2cc(C(F)(F)F)n[nH]2)CCCCC1 | ? | -2.4% | -1% | i | i | 10% | -3% | i | i | 0.8% | 4%
CN(C)CCCN=C(N)N | i | 3.5%[15.4 µM] | -2%[11.5 µM] | i | i | / | 0%[11.5 µM] | ? | i | 1.5%[15.4 µM] | 4%[11.4 µM]
COc1ccc(Br)cc1C(=O)Nc1ccc(O)cc1 | i | 0.5% | -16% | 2.1e-08M* | i | 3% | -20% | i | 2.7e-08M* | -0.9% | -2%
CC(=NC1CCCCC1)c1ccccc1O | i | 0.0%[15.4 µM] | -5%[11.5 µM] | i | i | / | 1%[11.5 µM] | i | i | 0.8%[15.4 µM] | 0%[11.4 µM]
Cc1csc2nc(CCNS(=O)(=O)c3ccc4c(c3)OCCO4)cn12 | / | -2.9% | -2% | / | / | / | 2% | / | / | -1.2% | ?
O=C(O)C(Cl)(c1ccccc1)c1ccccc1 | i | 0.8%[15.4 µM] | -2%[11.5 µM] | i | i | / | -6%[11.5 µM] | i | i | 2.0%[15.4 µM] | 25%[11.4 µM]
Cc1cc(C(C)(C)C)ccc1OCCN(C)C | / | -2.2% | -3% | / | / | -5% | 2% | / | / | 2.0% | 12%
Cc1cccc(NC(=O)c2snc3c(=O)[nH]cnc23)c1 | ? | -0.4% | 0% | i | i | 6% | 0% | i | i | 0.3% | ?
COc1ccc(C)cc1NC(=O)CCC(=O)Nc1ccc2nc(N3CCN(C)CC3)cc(C)c2c1 | i | -1.8% | 0% | 2e-07M* | i | 34%[activator] | 1% | ? | 1.9e-07M* | 0.0% | -3%
CC1CC(C)CN(C(=O)C2CCCN(S(=O)(=O)c3cccc4nonc34)C2)C1 (stereo unspecified) | ? | 0.9% | -3% | ? | i | 22% | 0% | i | ? | -1.1% | -5%

Sorted by length of the SMILES (high to low): some entries from above.
Compound | Fluorescein fluor | BRCT inh green | Casp1 inh | 4MU fluor | Rhodamine autofl | USP2a inh | Casp7 inh | Texas Red fluor | A350 fluor | BRCT PPI red | HEK293 cAMP ctrl
Cc1csc2nc(CCNS(=O)(=O)c3ccc4c(c3)OCCO4)cn12 | / | -2.9% | -2% | / | / | / | 2% | / | / | -1.2% | ?
Cc1cccc(NC(=O)c2snc3c(=O)[nH]cnc23)c1 | ? | -0.4% | 0% | i | i | 6% | 0% | i | i | 0.3% | ?
O=C(O)C(Cl)(c1ccccc1)c1ccccc1 | i | 0.8%[15.4 µM] | -2%[11.5 µM] | i | i | / | -6%[11.5 µM] | i | i | 2.0%[15.4 µM] | 25%[11.4 µM]

(continued)
Compound | Fluorescein fluor | BRCT inh green | Casp1 inh | 4MU fluor | Rhodamine autofl | USP2a inh | Casp7 inh | Texas Red fluor | A350 fluor | BRCT PPI red | HEK293 cAMP ctrl
CC(C)c1nnc(NC(=O)CCC(=O)N2CCN(C3CCCCC3)CC2)s1 | i | -3.6% | 0% | i | i | 7% | 1% | i | i | -0.1% | 3%
CCOC(=O)c1[nH]c(C)c(/C(C)=N\O)c1C | / | -0.9% | 0% | / | / | / | -3% | / | / | -0.8% | 5%
COC(=O)c1cc(=O)c(O)c2c(O)c(O)ccc2c1 | / | -5.1% | ? | / | / | 15% | ? | / | / | -3.0% | /
CCOc1ccc(NC(=O)N2CCN(CC)CC2)cc1 | i | 0.5% | -3% | i | i | -5% | 1% | i | i | 0.6% | 4%
CCCN1C(=O)c2cc(C(=O)NC3CCCC3)ccc2C1O (stereo unspecified) | / | 0.1% | 4% | / | / | / | -4% | / | / | 0.5% | 7%
O=S(=O)(c1ccccc1)N1CCN(c2nnnn2-c2ccccc2)CC1 | ? | -1.5% | -1% | i | i | 0% | 0% | i | i | 0.2% | 11%
Cc1onc(-c2ccccc2)c1C(=O)Nc1nnc(N2CCCCCC2)s1 | / | -2.5% | -3% | / | / | / | -8% | / | / | -0.1% | -2%
CCOC(=O)N1CCN(c2c(NCc3cccs3)c(=O)c2=O)CC1 | / | -2.0% | 1% | / | / | / | 0% | / | / | -1.1% | 11%
CCN=C1SCC(=O)N1c1ccc(OC)cc1 | i | 0.1% | 1% | i | i | 2% | -1% | i | i | 0.0% | 1%
CCN(CC(=O)O)CC(=O)O | ? | -0.9%[15.4 µM] | 0%[11.5 µM] | i | i | / | 0%[11.5 µM] | i | i | 0.9%[15.4 µM] | 20%[11.4 µM]
CC1CCCCN1CCn1c(=S)[nH]c2ncccc2c1=O (stereo unspecified) | i | -1.8% | 2% | ? | i | 6% | 1% | i | ? | -0.9% | 2%
Cc1ccccc1NC(=O)C1CCCN(S(=O)(=O)c2cnc[nH]2)C1 (stereo unspecified) | / | 0.4% | 0% | / | / | / | -2% | / | / | 0.0% | 0%
O=C(O)CC(C(=O)NCc1ccccc1)C1CCCO1 (stereo unspecified) | i | -2.2% | 0% | i | i | -4% | 0% | ? | ? | 0.7% | 11%
COC(=O)C1=C(C)N=c2s/c(=C/c3ccoc3)c(=O)n2C1c1ccccc1 (stereo unspecified) | ? | 15% | -11% | i | i | 44%[activator] | -14% | i | i | 1.2% | 15%
Cn1c(SCc2ccccn2)nnc1-c1cnccn1 | i | -1.0% | -5% | i | i | / | 2% | i | i | 0.5% | -1%
O=C(CN1C(=O)NC(Cc2ccccc2)C1=O)Nc1ccc(F)cc1 (stereo unspecified) | ? | 0.6% | -2% | i | i | 0% | -1% | i | i | 1.4% | -10%

Single entries from the entries so far:
Value for `CCN(CC(=O)O)CC(=O)O` in HEK293 cAMP ctrl: 20%[11.4 µM]
Value for `CCN=C1SCC(=O)N1c1ccc(OC)cc1` in BRCT PPI red: 0.0%

Next results:
Compound | Fluorescein fluor | BRCT inh green | Casp1 inh | 4MU fluor | Rhodamine autofl | USP2a inh | Casp7 inh | Texas Red fluor | A350 fluor | BRCT PPI red | HEK293 cAMP ctrl
O=C(c1cc(-n2cnnc2)ccc1Cl)N1CCN(c2nc(-c3ccccc3)cs2)CC1 | ? | 0.4% | -3% | i | i | 41%[activator] | -3% | i | i | -2.5% | ?
CC12C=C(/C=C/c3ccc(Br)cc3)C(C)(C1)C(c1ccc(Br)cc1)CC2=O (stereo unspecified) | / | -4.0%[15.4 µM] | 0%[11.5 µM] | / | / | / | -2%[11.5 µM] | / | / | -0.2%[15.4 µM] | 5%[11.4 µM]
CC1(C)Oc2ccc(C(=O)N3CCCC3)cc2N(CC(=O)NCc2ccccc2)C1=O | ? | -0.6% | 3% | i | i | -2% | -1% | ? | i | -2.3% | -2%
CC(NS(=O)(=O)c1ccc(Br)cc1)C(c1cccs1)N1CCN(C)CC1 (stereo unspecified) | / | -0.4% | -1% | / | / | / | 0% | / | / | 0.7% | 13%
O=C(O)c1cc2sccc2s1 | i | / | / | i | i | / | / | i | i | / | /

Some of the compounds tested; the hit share may differ from the screen's.
